Apaf1 inhib: blocks human Apaf-1 apoptosome activity | O14727 | inhibition, % at 20 µM | actives 0.71% (n = 330,000) | reconstituted apoptosome caspase-3 activity, DEVD-Rh110 fluorescence; active = inhibition of at least 40% at 20 µM;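 note: plate controls were DMSO wells for no effect and DEVD-CHO caspase inhibitor wells for full effect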
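Material: reconstituted apoptosome with Apaf-1, cytochrome c, caspase-9, procaspase-3, dATP / Buffer or medium: pH 7.5 Hepes buffer with CHAPS, BSA, DTT / Also added: cytochrome c with DEVD-Rh110 / Schedule: compound with Apaf-1, dATP, procaspase-3 30 min, then 50 min reaction, room temperature / Technique: rhodamine 110 fluorescence at Ex 480/Em 540 nm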
CCR6 antag: blocks CCL20-driven beta-arrestin recruitment at human CCR6; P51684; CHO-K1 CCR6 PathHunter beta-arrestin, luminescence, CCL20-stimulated; inhibition, % at 20 µM; actives 0.49% (n = 340,000); AID 493098;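 active = compounds whose inhibition of the agonist-driven luminescence signal at 20 µM reaches about 50%, limit read from the data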;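 note: cells stimulated with CCL20 at 14 nM final; plate controls were DMSO with CCL20 for no effect and DMSO without agonist for full effect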
Jurkat NFkB inh: inhibitors of the PMA/ionomycin-induced NF-kB reporter in Jurkat cells | PMA/ionomycin-induced NF-kB luciferase reporter, luminescence | inhibition, % at 4 µM | actives 0.53% (n = 330,000)
697 NFkB inh: inhibitors of the PMA/ionomycin-induced NF-kB reporter in 697 B cells. 697 B-cell NF-kB luciferase reporter, 16 h. inhibition, % at 4 µM. actives 0.33% (n = 330,000). AID 435022; in the data active = inhibition above about 35%
Gli-Sufu block: blocks Gli-Sufu signaling in a luciferase reporter. Sufu-KO-LIGHT fibroblasts, Gli luciferase reporter luminescence. inhibition, % at 5 µM. actives 0.74% (n = 340,000). AID 588413;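 active = inhibition above about 55%, limit read from the data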;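 note: 0% = DMSO-treated cells and 100% = wells with medium but no cells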
EBI2 block: antagonists of human EBI2 receptor. actives 0.81% (n = 360,000). inhibition, % at 5 µM. EBI2 beta-arrestin recruitment, luminescence, 7a,25-OHC stimulated. P32249; in the data active = inhibition above about 38%;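 note: enzyme fragment complementation signal reports receptor beta-arrestin coupling in cells; 0% = agonist plus DMSO wells and 100% = wells without agonist; some results beyond the cut were filed as inactive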
Target sequence (P32249 whole entry, looked up, the tested form may be a part): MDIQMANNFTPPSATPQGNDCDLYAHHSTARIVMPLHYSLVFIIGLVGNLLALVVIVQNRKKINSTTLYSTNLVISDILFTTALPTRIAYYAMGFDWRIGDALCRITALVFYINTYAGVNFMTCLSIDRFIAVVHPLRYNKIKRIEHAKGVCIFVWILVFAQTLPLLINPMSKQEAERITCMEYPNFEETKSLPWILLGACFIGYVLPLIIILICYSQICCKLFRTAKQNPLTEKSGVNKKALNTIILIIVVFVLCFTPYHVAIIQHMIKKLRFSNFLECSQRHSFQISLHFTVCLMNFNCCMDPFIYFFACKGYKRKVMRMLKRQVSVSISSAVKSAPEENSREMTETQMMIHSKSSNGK
SENP8 block: inhibitors of human SENP8 protease | Q96LD8 | purified SENP8, Z-RLRGG-aminoluciferin cleavage, luminescence | inhibition, % at 10 µM | actives 1.2% (n = 330,000)
Target sequence (Q96LD8 whole entry, looked up): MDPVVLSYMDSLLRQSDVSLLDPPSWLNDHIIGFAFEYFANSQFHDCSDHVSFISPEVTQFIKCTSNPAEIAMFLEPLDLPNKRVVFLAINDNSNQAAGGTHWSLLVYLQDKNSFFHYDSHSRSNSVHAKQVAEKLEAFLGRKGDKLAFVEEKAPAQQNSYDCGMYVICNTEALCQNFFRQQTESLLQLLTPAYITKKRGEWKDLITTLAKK
UBC13 inh: blocks human UBC13 polyubiquitin chain formation; P61088; TR-FRET; inhibition, % at 20 µM; actives 0.47% (n = 330,000); AID 485273; in the data active = inhibition above about 45%, passing the limit was not always enough
Target sequence (P61088 whole entry, looked up): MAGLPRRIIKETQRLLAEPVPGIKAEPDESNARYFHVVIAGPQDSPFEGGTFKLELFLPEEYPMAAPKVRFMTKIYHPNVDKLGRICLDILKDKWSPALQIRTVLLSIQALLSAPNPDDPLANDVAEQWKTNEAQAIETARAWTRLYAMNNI
* = called active by the depositor; · = not tested or not shown. Cut-off read from the data, not from the text of the source, unless noted: active = inhibition above about 50%; inactive = the rest. This is a subset; the hit share may differ from the screen's.

SMILES | Apaf1 inhib | CCR6 antag | Jurkat NFkB inh | 697 NFkB inh | Gli-Sufu block | EBI2 block | SENP8 block | UBC13 inh
CCOC(=O)c1ccc(NS(=O)(=O)c2ccc3[nH]c(=O)[nH]c3c2)cc1 | -7 | 3 | 3 | 9 | -19 | -9 | 2 | -2
CC(C)(C)c1ccc(-c2noc(-c3ccno3)n2)cc1 | 21 | 6 | -137 | -213 | -44 | -1 | -1 | 0
CC1CN(S(=O)(=O)c2cc(C(=O)N3CCCCC3C)ccc2Cl)CC(C)O1 (stereo not given) | 1 | 6 | 12 | -13 | 1 | -1 | -10 | -7
COC(=O)c1cc(NC(=O)c2ccccc2F)cc(C(=O)OC)c1 | 8 | 12 | -14 | 6 | -3 | 3 | -4 | 3
CN(CC(=O)NCc1ccc2c(c1)OCO2)S(=O)(=O)c1ccc(F)cc1 | 0 | 9 | 3 | 3 | 5 | -2 | 5 | 2
OC(COc1ccc(OCc2ccccc2)cc1)CN1CCCCC1 (stereo not given) | -13 | 1 | -61 | -2 | -14 | -12 | 0 | 0
C/C(CCc1ccccc1)=N\NC(=S)NCCc1ccccc1 | 14 | 40 | -16 | 5 | -5 | 29 | -3 | 11
Cc1coc2c(C)c3oc(=O)c(CCC(=O)NCCCn4ccnc4)c(C)c3cc12 | -7 | -1 | 18 | 0 | -9 | 5 | 6 | 33
CC(=O)N/C(=C/c1ccc2c(c1)OCO2)C(=O)NCc1ccccc1 | -5 | -9 | -11 | 12 | 0 | -9 | -6 | -20
COc1cc(/C=N/n2c(-c3cc(C)[nH]n3)n[nH]c2=S)cc(OC)c1OC | -10 | 4 | 0 | 6 | 8 | 3 | 1 | -1
CC(=O)CCc1c(C)nc2ccc(C)cc2c1Cl | 2 | 1 | -8 | -3 | -5 | 15 | -6 | 3
Cc1ccc(NC(=O)c2ccccc2OCc2c(C)noc2C)cc1S(=O)(=O)N(C)C | 6 | 14 | -8 | 15 | 2 | -1 | -5 | 10
C=CCn1c2c(c(=O)[nH]c1=S)CN(C(C)c1ccccc1)CN2 (stereo not given) | -2 | 4 | 14 | 11 | 12 | -5 | -1 | -1
COc1ccc(C(=O)O)cc1NCc1cccnc1 | 9 | -1 | 4 | -4 | 17 | 3 | -13 | -4
Cc1ccccc1-n1c(SCC(=O)N2CCOCC2)nc(O)c(Cc2ccccc2)c1=O | 12 | 2 | -2 | -31 | 17 | -8 | -9 | -6
COc1ccc2oc(C(=O)OCC(=O)NCc3ccco3)c(C)c2c1 | 0 | 12 | 15 | 10 | 4 | -4 | -11 | 10
COc1ccc(CCN(C)C(=O)c2ccc(C)c(S(=O)(=O)N3CCCCC3)c2)cc1OC | -14 | 8 | 13 | 6 | -2 | 1 | 1 | 9
CCOc1ccccc1NC1=C(Cl)C(=O)N(c2ccccc2)C1=O | 13 | 14 | 9 | 30 | -1 | -4 | 8 | -3
COc1ccc(Cl)cc1-c1nc(SCC(=O)N(C)C)n[nH]1 | -5 | -2 | -30 | 34 | 17 | -7 | 0 | -8
CCOC(=O)Cn1nc(C)n(-c2ccc(C(C)(C)C)cc2)c1=O | -5 | 14 | -6 | 9 | 4 | -9 | -5 | -6
CCSc1nnc(-c2cnn(-c3ccccc3)c2-n2cccc2)n1C | 4 | -2 | 5 | 7 | 15 | 3 | 2 | 4
Cc1nc(CN2CCCC2=NC#N)n(-c2ccccc2)n1 | -4 | -10 | 13 | 2 | 15 | -1 | -2 | 4
CCC(=O)N(Cc1cc2c(C)ccc(C)c2[nH]c1=O)C1CCCCC1 | 2 | -18 | 0 | 1 | 20 | -11 | 3 | 5
C[n+]1cccc(C(=O)NCC2CCCO2)c1 (stereo not given) | -6 | 0 | 16 | 19 | -1 | -10 | 1 | 1
CCC1(C)Cc2c(sc3nnn(CC(=O)Nc4ccc(Cl)cc4)c(=O)c23)CO1 (stereo not given) | 15 | -1 | -2 | 20 | 9 | 14 | -7 | -14

(listing goes on)
SMILES | Apaf1 inhib | CCR6 antag | Jurkat NFkB inh | 697 NFkB inh | Gli-Sufu block | EBI2 block | SENP8 block | UBC13 inh
O=C(N/N=C/c1ccc(Cl)s1)C(O)c1ccccc1 (stereo not given) | 13 | 9 | 8 | 11 | -9 | -9 | -16 | -16
O=C(Nc1ccc2c(c1)CCC2)Nc1ccccc1Cl | 25 | 0 | -143 | -130 | -105 | -4 | 91* | 2
COc1ccc(OCC2NCCc3cc(OC)c(OC)cc32)cc1 (stereo not given) | 9 | -4 | -1 | -23 | 15 | 16 | -7 | -3
COc1ccccc1CN(C)C(=O)c1ccc(S(=O)(=O)Nc2c(C)n(C)n(-c3ccccc3)c2=O)cc1 | -8 | -3 | 4 | 16 | 10 | -10 | 12 | -3
O=C(CCCOc1ccc(Cl)cc1)Nc1ccc(N2CCOCC2)cc1 | -9 | -6 | 2 | 4 | 4 | 7 | -4 | 0
CCn1c(=O)c(C(=O)NNS(=O)(=O)c2ccc(Cl)cc2)c(O)c2ccccc21 | 13 | 14 | -4 | -7 | -2 | -4 | 1 | -16
CC1(C)CC2CC(C)(CN2S(=O)(=O)c2cccc(N)c2)C1 (stereo not given) | 7 | 2 | -6 | -3 | -7 | 9 | -9 | 2
CCC(=O)c1ccc(OCC(=O)Nc2ccc(S(=O)(=O)Nc3cc(C)nc(C)n3)cc2)cc1 | 1 | 6 | -3 | 11 | 11 | -11 | -4 | -10
CCC(C)NCCC(=O)Nc1ccc(Cl)c(S(=O)(=O)Nc2ccc(Cl)cc2)c1 (stereo not given) | 6 | 7 | 3 | -2 | -1 | 6 | -6 | 8
CC(=O)NCCn1c(SCC(=O)c2ccccc2)nc2ccccc2c1=O | 0 | 0 | -6 | -17 | -12 | 3 | 2 | -9
Cc1nn(-c2ccccc2)c(C)c1CN(C)C(=O)c1ccc(S(=O)(=O)NCc2ccco2)cc1 | 49* | 14 | 2 | -16 | 19 | 18 | -9 | 1
Cc1ccc(NCN2C(=O)C3CC=CCC3C2=O)cc1 (stereo not given) | -4 | 2 | -11 | 4 | -30 | -2 | 0 | 8
CC1=C(C(N)=O)C(c2ccccc2)n2nc(-c3cccs3)nc2N1 (stereo not given) | -7 | -1 | 5 | 14 | 0 | 2 | 6 | 6
Cc1ccc(NC(=O)CCNS(=O)(=O)c2ccc3c(c2)oc(=O)n3C)c(C)c1 | -6 | -8 | 3 | 6 | -5 | -12 | -2 | 8
CCOc1ncccc1C(=O)Nc1cc(C(F)(F)F)ccc1N1CCOCC1 | 8 | 0 | -1 | 0 | -4 | -6 | -1 | 3
COCCCNC(=S)N1CCN(c2nc(-c3ccc(F)cc3)cs2)CC1 | 20 | 6 | 11 | -1 | 31 | 8 | -1 | -10
Cc1ccnc(Nc2nc(-c3ccccc3)cs2)c1 | 8 | 11 | -147 | -264 | -90 | 12 | 81* | 1
CC1CCCCC12NC(=O)N(CC(=O)c1ccc[nH]1)C2=O (stereo not given) | 6 | 17 | -2 | -20 | 7 | -4 | -9 | -3
CC1CN(C(=O)CSc2nnc(-c3ccccc3)o2)CC(C)O1 (stereo not given) | -6 | -2 | 8 | 11 | -18 | 4 | -6 | 9
Cn1c(C(O)c2ccc3c(c2)OCO3)nc2ccccc21 (stereo not given) | 6 | -6 | -5 | -27 | 4 | 2 | -5 | -4
O=S1(=O)CC2N=C(N(Cc3ccc(F)cc3Cl)c3ccccc3F)SC2C1 (stereo not given) | -1 | 2 | -11 | 3 | -19 | -8 | -4 | 2
O=C(COC(=O)Cc1ccc(F)cc1)NCc1ccco1 | -2 | 3 | -9 | -4 | -5 | 5 | 3 | 1
COc1ccc(OC)c(NS(=O)(=O)c2ccc(NC(C)=O)cc2)c1 | 3 | 2 | 7 | -9 | -3 | -9 | 3 | -1
CCOC(=O)CSc1nnc(-c2cccnc2)n1C | 5 | 8 | -8 | -1 | -6 | -1 | -10 | 1
O=C(O)CC(NC(=O)CCC1CCCCC1)c1cc([N+](=O)[O-])ccc1Cl (stereo not given) | -2 | -2 | 8 | -11 | -5 | 2 | 4 | -5

Remaining list, next part.
SMILES | Apaf1 inhib | CCR6 antag | Jurkat NFkB inh | 697 NFkB inh | Gli-Sufu block | EBI2 block | SENP8 block | UBC13 inh
COc1cccc(C(=O)N2CCOCC2)c1 | -7 | 0 | 5 | 25 | -4 | 1 | 1 | -3
CNC(=O)c1ccsc1NC(=O)c1sc2ccccc2c1Cl | 12 | 21 | -31 | -29 | -11 | 11 | -3 | 22
COc1cccc(CN(C)C(=O)c2cccc(S(=O)(=O)N3CCN(Cc4ccccc4)CC3)c2)c1OC | 38 | 13 | 8 | -28 | 37 | 27 | 6 | 24
O=C(CC1SC(=NCC2CCCO2)NC1=O)Nc1cc([N+](=O)[O-])ccc1Cl (stereo not given) | -9 | -5 | 9 | 15 | 5 | -14 | 7 | 16
C#CCOCCOCCOCCNc1nc(N2CCN(C(=O)C([C@@H](C)CC)n3cc(C(N)COC(=O)C(F)(F)F)nn3)CC2)nc(N2CCN(C(=O)[C@H](Cc3ccc(O)cc3)n3cc(C(N)[C@H](C)CC)nn3)CC2)n1 (stereo not given in full) | 16 | -11 | 12 | -2 | -1 | · | 7 | 37
Cc1ccc(Cl)cc1NC(=O)C(=O)N1CCCCC1 | -16 | 0 | 18 | 20 | 1 | 4 | -6 | 6
Cc1ccc(S(=O)(=O)NC(=O)NCc2ccc(F)cc2)cc1 | -12 | -19 | 11 | 19 | 10 | 8 | 8 | -1
O=C(c1ccco1)N1N=C(c2ccncc2)CC1(O)C(F)(F)F (stereo not given) | -7 | -5 | -32 | 4 | 19 | -2 | -3 | 4
O=C(CSc1nnc(-c2ccccn2)n1Cc1ccccc1)N1CCOCC1 | -3 | -7 | 1 | 0 | -7 | -9 | 0 | 8
CNC(=S)Nc1ccc2[nH]c(=O)[nH]c2c1 | -11 | -6 | 9 | 0 | 2 | -4 | 5 | -5
Cc1ccc(NC2=NC(c3ccc(F)cc3)n3c(nc(C)cc3=O)N2)c(C)c1 (stereo not given) | 0 | 7 | -2 | 5 | -10 | 13 | 2 | 4
Cc1csc(NC(=O)C2CCCC2)n1 | 6 | 3 | -20 | -7 | 23 | 3 | -12 | -6
CCCC(C)NC(=O)c1sc2nc3n(c(=O)c2c1C)CCC3 (stereo not given) | -10 | 3 | 10 | 9 | -18 | 6 | 0 | 0
CN(C(=O)/C(N=Nc1cccc(C(F)(F)F)c1)=C(\O)C(F)(F)F)c1ccccc1 | 24 | 12 | -5 | -1 | 1 | 3 | 4 | -16
COc1cccc(/C=C/C2=CC(C)(C)NC(=S)N2)c1 | 12 | 8 | -1 | 16 | -9 | -11 | -8 | -9
Cc1cc(-c2ccc(C(C)C)c(S(=O)(=O)Nc3ccccn3)c2)on1 | 12 | 0 | -12 | -4 | -15 | -1 | -20 | -1
CCCCC(CC)C(=O)Nc1ccccc1C#N (stereo not given) | -10 | -5 | 3 | 4 | -19 | -7 | 1 | 4

An excerpt from above in order of length of the SMILES, low to high:
SMILES | Apaf1 inhib | CCR6 antag | Jurkat NFkB inh | 697 NFkB inh | Gli-Sufu block | EBI2 block | SENP8 block | UBC13 inh
COc1cccc(C(=O)N2CCOCC2)c1 | -7 | 0 | 5 | 25 | -4 | 1 | 1 | -3
CCCCC(CC)C(=O)Nc1ccccc1C#N (stereo not given) | -10 | -5 | 3 | 4 | -19 | -7 | 1 | 4
CNC(=S)Nc1ccc2[nH]c(=O)[nH]c2c1 | -11 | -6 | 9 | 0 | 2 | -4 | 5 | -5
Cc1ccc(Cl)cc1NC(=O)C(=O)N1CCCCC1 | -16 | 0 | 18 | 20 | 1 | 4 | -6 | 6
O=C(c1ccco1)N1N=C(c2ccncc2)CC1(O)C(F)(F)F (stereo not given) | -7 | -5 | -32 | 4 | 19 | -2 | -3 | 4
Cc1cc(-c2ccc(C(C)C)c(S(=O)(=O)Nc3ccccn3)c2)on1 | 12 | 0 | -12 | -4 | -15 | -1 | -20 | -1
C#CCOCCOCCOCCNc1nc(N2CCN(C(=O)C([C@@H](C)CC)n3cc(C(N)COC(=O)C(F)(F)F)nn3)CC2)nc(N2CCN(C(=O)[C@H](Cc3ccc(O)cc3)n3cc(C(N)[C@H](C)CC)nn3)CC2)n1 (stereo not given in full) | 16 | -11 | 12 | -2 | -1 | · | 7 | 37
